# Screening data: PubChem BioAssay, National Center for Advancing Translational Sciences (NCATS)
# HTT cytoprotect – qHTS Multiplex Assay to Identify Dual Action Probes in a Cell Model of Huntington: Cytoprotection (ATP) | PC12 HTT-Q103 induced, cytoprotection, ATP luminescence, 40 h | Potency, µM (doses to about 56.4 µM), without a hit: cytoprotection (ATP increase), usual class: activators | actives 0.14% (n = 230,000);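 note: potency is the fitted concentration of half-maximal effect; % of control where 0% means no effect; nearly all actives have a fitted effect of over 45% in size; toxic huntingtin expression switched on by the ecdysone agonist tebufenozide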
#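 Compounds were screened for protection of PC12 cells against cell death after tebufenozide induction (100 nM final) of mutant Huntingtin exon 1 (Q103) fused to GFP.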
# HTT aggregate – qHTS Multiplex Assay to Identify Dual Action Probes in a Cell Model of Huntington: Aggregate Formation (GFP) | PC12 HttQ103-GFP aggregates, Acumen cytometry, 40 h | Potency, µM (doses to about 46.1 µM), for inactives: at the highest dose activity change, negative = inhibition, most hits filed as inhibitors | actives 1.1% (n = 220,000) | AID 1688, 2009; note: potency is the fitted concentration of half-maximal effect; % is set by controls: 0 for no effect and ±100 for the full control effect; nearly all actives have a fitted effect of over 60% in size
#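 Using laser scanning cytometry, GFP-positive aggregates were counted after lysis of PC12 cells induced with 100 nM tebufenozide to express HTT exon 1 Q103–GFP. Compounds were tested in titration.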
# LMNA splice mod – qHTS Assay for Modulators of Lamin A Splicing; HeLa LMNA splicing GFP/RFP minigene ratio, 48 h; Potency, µM (titrated, usually from 46.1 µM), for inactives: top-dose ratio change, negative = inhibition, hits mostly inhibitors; actives 0.01% (n = 200,000); AID 1487, 2009; active = well fitted inhibition curve with a large enough effect in the signal ratio, with a control signal flat, not every such curve was filed as active; inconclusive = small, poorly fitted or top-dose-only effect, or effect the other way, or a change in a side signal; the % refers to the signal ratio; note: potency is the fitted concentration of half-maximal effect; % is set by controls: 0 for no effect and ±100 for the full control effect
#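 S3 HeLa cells stably expressing lamin A-EGFP splicing minigene plus DsRed2, 600 cells/well, 48 h compound exposure at 37C. Laser-scanning cytometry; analysed as GFP (500-530 nm)/RFP (575-640 nm) total intensity ratio; 0.5% DMSO vehicle.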
# GAA inh – qHTS Assay for Inhibitors of Human alpha-Glucosidase as a Potential Chaperone Treatment of Pompe Disease; purified human GAA, 4-MU-alpha-glucoside fluorescence; Lysosomal alpha-glucosidase (Homo sapiens), P10253; Potency, µM (highest dose often 76.9 µM), without a hit: top-dose activity change, negative = inhibition, most hits filed as inhibitors; actives 0.005% (n = 200,000); AID 1466, 2008;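 note: potency is the fitted concentration of half-maximal effect; plate controls were uninhibited enzyme wells for no effect and no-enzyme background for full effect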
#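 qHTS format, compound range up to 77 uM. Human lysosomal enzyme at 4 nM, 400 uM 4-MU glucoside substrate, pH 5.0, 20 min room temperature; fluorescence after alkaline stop gives activity normalized to controls.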
# GAA glycogen mod – qHTS Assay for Inhibitors and Activators of Human alpha-Glucosidase Cleavage of Glycogen; Lysosomal alpha-glucosidase (Homo sapiens), P10253; recombinant GAA, glycogen substrate, Amplex Red glucose oxidase fluorescence; Potency, µM (titrated, usually from 76.4 µM), for inactives: at the top dose activity change, negative = inhibition, usual class: inhibitors; actives 0.38% (n = 300,000);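 note: potency is the fitted concentration of half-maximal effect; 0% = full enzyme reaction and -100% = no-enzyme basal signal; the screen sought inhibitors and activators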
#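 Recombinant enzyme (4 nM final) with compounds titrated up to 77 uM and bovine liver glycogen (30 ug) in citrate pH 5.0, 0.01% Tween-20, 37 C 40 min. Released glucose detected by Amplex Red/glucose oxidase (Ex 573/Em 610); AC50 from Hill fits.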
# CBFb RUNX1 block – qHTS Assay for Compounds Blocking the Interaction Between CBF-beta and RUNX1 for the Treatment of Acute Myeloid Leukemia; Runt-related transcription factor 1 (Homo sapiens) + Core-binding factor subunit beta …; AlphaScreen CBFb-His/RUNX1-biotin binding, biochemical; Potency, µM (doses to about 59.8 µM), inactives show top-dose activity, negative = inhibition, actives largely listed as inhibitors; 230,000 tested, under 10 active; AID 1477, 2009; note: % of control where 0% means no effect
# Target sequence (Q01196 whole entry, looked up): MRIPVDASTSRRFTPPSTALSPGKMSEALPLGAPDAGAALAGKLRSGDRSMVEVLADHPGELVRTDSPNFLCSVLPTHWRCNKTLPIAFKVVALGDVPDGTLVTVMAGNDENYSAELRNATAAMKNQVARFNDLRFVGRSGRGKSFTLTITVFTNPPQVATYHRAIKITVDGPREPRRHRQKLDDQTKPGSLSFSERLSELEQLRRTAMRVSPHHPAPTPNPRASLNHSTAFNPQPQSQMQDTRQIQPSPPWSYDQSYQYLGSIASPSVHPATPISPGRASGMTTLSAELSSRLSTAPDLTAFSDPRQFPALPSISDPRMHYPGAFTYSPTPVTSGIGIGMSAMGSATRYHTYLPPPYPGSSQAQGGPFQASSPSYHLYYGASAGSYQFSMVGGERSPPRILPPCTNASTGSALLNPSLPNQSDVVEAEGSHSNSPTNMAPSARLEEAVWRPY
# Target sequence (Q13951 whole entry, looked up): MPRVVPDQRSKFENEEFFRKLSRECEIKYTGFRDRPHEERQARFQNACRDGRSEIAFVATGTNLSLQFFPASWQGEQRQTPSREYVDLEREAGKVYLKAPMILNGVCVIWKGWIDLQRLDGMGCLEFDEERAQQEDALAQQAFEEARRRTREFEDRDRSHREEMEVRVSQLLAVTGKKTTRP
#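 His-tagged CBF-beta and biotinylated RUNX1 (30 nM each) were premixed 20 min at room temperature, exposed to compound for 15 min, then given nickel-chelate and streptavidin AlphaScreen beads (50 ng each). After 90 min, AlphaScreen signal was read.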
# GAA spleen mod – qHTS Assay for Inhibitors and Activators of Human alpha-Glucosidase From Spleen Homogenate | human spleen homogenate, 4-MU-alpha-glucoside fluorescence | Potency, µM (top dose mostly 79.9 µM), inactives show at the highest dose activity change, negative = inhibition, actives largely listed as inhibitors | actives 0.006% (n = 240,000) | AID 2112, 2009;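 note: potency is the fitted concentration of half-maximal effect; 0% = enzyme with vehicle and -100% = no enzyme basal signal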
#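 Human spleen homogenate (1 ug) incubated with compounds and 1 mM 4-methylumbelliferyl-alpha-D-glucopyranoside in pH 5.0 citrate/phosphate buffer, 37 C, 40 min. Stopped at pH 10; 4-MU fluorescence (Ex 365/Em 440 nm); AC50 by Hill fit.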
# * = called active by the depositor; ? = inconclusive; nt = no result given; [ ] = dose if it differs, or a comment. Unless noted, calls come from the whole dose curve; as a rule, active = well fitted curve in the direction sought with a large enough effect; inconclusive = small, poorly fitted or top-dose-only effect, or another doubt; inactive = no such curve, though single readings can be large; an effect the other way counts as inactive or inconclusive. Rows were taken by chance; 1.5% or so of the library scored in one or more.
SMILES,HTT cytoprotect,HTT aggregate,LMNA splice mod,GAA inh,GAA glycogen mod,CBFb RUNX1 block,GAA spleen mod
CN(Cc1cnn(C)c1)C(=O)CC1C(=O)NCCN1Cc1cccc(Oc2ccccc2)c1 (stereo not drawn),22%[10 µM],7%[9.22 µM],nt,nt,-10%,0%,-4%
CCCCn1c(CCNC(=O)CCC)nc2ccccc21,9%[10 µM],-4%,-10%,-2%,2%,17%,3%
CN1C(=O)/C(=C/c2ccccc2OCc2ccccc2F)NC1=S,1%,14%,5%,8%,4%,-5%,-2%
Cc1cc(NCc2ccccn2)ccc1Br,-12%,-13%,0%,3%,-13%,1%,-3%
COC(=O)c1ccc(CSc2nncn2N)cc1,-19%,-3%,-8%[46 µM],-6%,10%,8%,4%
CCCCCC(=O)N/N=C(\C)c1ccc(Cl)cc1,-26%,21%,2%,-12%,3%,0%,5%
CCOC(=O)C1CCCN(c2c(N3CCc4ccccc4C3)c(=O)c2=O)C1 (stereo not drawn),-9%,-4%,2%,-4%,18%,-3%,0%
CCOC(=O)c1ccc2nc(NC(=O)C(C)C)sc2c1,4%,-12%,-1%,0%,2%,-5%,0%
O=C(O)CC(=O)Nc1cc(Cl)ccc1O,3%,0%,2%,-5%,-23%,2%,-2%
N#Cc1c2n(c(=S)n(-c3ccccc3)c1=O)CCCCC2,13%[10 µM],17%,0%[46 µM],2%,1%,14%,-6%
COC(=O)[C@@]1(Cc2ccc(OC)cc2)[C@H]2c3cc(C(=O)N(C)C)n(Cc4ccc(C)c(F)c4F)c3C[C@H]2CN1C(=O)c1ccccc1,?,nt,nt,nt,nt,-20%,1%
CCCC(C)c1nnc(NC(=O)CN2C(=O)c3ccccc3C2=O)s1 (stereo not drawn),-8%,6%,18%[46 µM],-3%,-3%,3%,4%
CCn1c(=O)cc(OCC(=O)N(C)c2ccccc2F)c2ccccc21,-8%,6%,-10%,4%,3%,-3%,-18%
COc1ccc(S(=O)(=O)N[C@H](C(=O)N2CC[C@@]3(O)CCCC[C@H]3C2)c2ccccc2)cc1,-1%[0.074 µM],-4%,-3%,4%,-2%,0%,0%
Cc1ccc(Cn2nc(C)c(NC(=O)C3(C)CC3(Br)Br)c2C)cc1 (stereo not drawn),0%[10 µM],-2%,-6%,1%,4%,2%,8%
CN1C(=O)C(CC(=O)O)S/C1=N\N=C\c1ccc(O)cc1O (stereo not drawn),-3%[10 µM],12%[9.22 µM],nt,nt,2%,-8%,-28%
CO[C@H]1C=CO[C@]2(C)Oc3c(C)c(O)c4c(O)c(c5c(c4c3C2=O)NC2(CCN(CC(C)C)CC2)N=5)=NC(=O)C(C)=CC=C[C@@H](C)[C@@H](O)[C@@H](C)[C@@H](O)[C@@H](C)[C@@H](OC(C)=O)[C@@H]1C,-56%[inhibitor][17.1 µM],nt,?,nt,nt,1%[21.7 µM],7%[29.1 µM]
C=CCN1c2ccccc2[C@]23C[C@@H](C(=O)OC)N(S(=O)(=O)c4ccc(C)cc4)C2=NC(C(=O)OC)=C(C(=O)OC)[C@H]13,4%[10 µM],nt,9%[9.22 µM],nt,nt,4%[13.1 µM],7%[17.4 µM]
COc1ccccc1NC(=O)C(=O)N/N=C(\C)CC(=O)Nc1ccccn1,nt,nt,-11%[46 µM],9%,-27%,-6%,3%
Cc1[nH]c2ccccc2c1/C=N/NC(=O)CNC(=O)c1cccs1,-8%[10 µM],-18%[9.22 µM],nt,2%[15.4 µM],-3%,-1%,-1%
CC(=O)N1c2ccccc2C(C)=CC1(C)C,14%[10 µM],-28%[9.22 µM],?,4%[15.4 µM],0%,3%,3%
CCC(C)NC(=O)Cc1c(OC)ccc2cc(Br)ccc12 (stereo not drawn),-46%[inhibitor],-1%,?,8%,-13%,5%,-6%
COc1cc(/C=C2/C(=O)NN(c3cccc(C)c3)C2=O)cc([N+](=O)[O-])c1O,nt,nt,?,?,?,-13%,-6%
COc1cccc(C2CC(c3ccccc3OC)n3nc(N)nc3N2)c1 (stereo not drawn),-2%,14%,-8%,-10%[15.4 µM],8%,2%,1%
CC(=O)OCC1=C(C(=O)O)N2C(=O)C(NC(=O)Cn3nc(C(F)F)c(Cl)c3C)C2SC1 (stereo not drawn),-27%,0%,nt,-1%,-11%,-4%,0%

# Structures shown so far with fluorine:
SMILES,HTT cytoprotect,HTT aggregate,LMNA splice mod,GAA inh,GAA glycogen mod,CBFb RUNX1 block,GAA spleen mod
CN1C(=O)/C(=C/c2ccccc2OCc2ccccc2F)NC1=S,1%,14%,5%,8%,4%,-5%,-2%
COC(=O)[C@@]1(Cc2ccc(OC)cc2)[C@H]2c3cc(C(=O)N(C)C)n(Cc4ccc(C)c(F)c4F)c3C[C@H]2CN1C(=O)c1ccccc1,?,nt,nt,nt,nt,-20%,1%
CCn1c(=O)cc(OCC(=O)N(C)c2ccccc2F)c2ccccc21,-8%,6%,-10%,4%,3%,-3%,-18%
CC(=O)OCC1=C(C(=O)O)N2C(=O)C(NC(=O)Cn3nc(C(F)F)c(Cl)c3C)C2SC1 (stereo not drawn),-27%,0%,nt,-1%,-11%,-4%,0%

# Next entries.
SMILES,HTT cytoprotect,HTT aggregate,LMNA splice mod,GAA inh,GAA glycogen mod,CBFb RUNX1 block,GAA spleen mod
O=C(Nc1nnc(-c2ccco2)s1)C1CCCCC1,-7%,14%[9.22 µM],-2%,-14%,-7%,5%,-4%
CCN1C(=O)/C(=C\N(C)C)S/C1=N\S(=O)(=O)c1ccccc1,-22%[10 µM],7%,3%[46 µM],-3%,-5%,3%,-5%
c1ccc2c(c1)OCCOCCOCCO2,-7%,14%,6%[46 µM],11%,3%,6%,1%
Cc1nn(CC(=O)NCc2cccc3ccccc23)c(=O)c2ccccc12,-6%,-11%,?,-1%,1%,4%,4%
COC(=O)[C@@]1(Cc2ccc(F)cc2)[C@H]2c3cc(C(=O)N(C)C)n(Cc4ccc(Cl)c(C(F)(F)F)c4)c3C[C@H]2CN1C(=O)c1ccccc1,-60%[inhibitor],nt,nt,nt,nt,0%,7%
Nc1ccc(S(=O)(=O)c2ccc(Cl)cc2)cc1,-38%,0%,-10%,7%,8%,-2%,-3%
CC1=CC(=O)N(c2ccc(C)cc2)C1c1ccc(Cl)cc1 (stereo not drawn),nt,13%,?,5%,-2%,0%,-2%
CCOc1ccc(C(=O)OCCCN(C)C)cc1,-9%[0.074 µM],18%,1%,8%,-4%,7%,1%
CCCS(=O)(=O)N1CCN(C2Cc3ccccc3C2)CC1,11%[10 µM],-9%[9.22 µM],nt,nt,7%,14%,-6%
C=C(C)c1cccc(C(C)(C)NC(=O)NCCCn2ccnc2)c1,-5%,5%,0%,13%,3%,?,-5%
NC(=S)NC1CC2CC1C1C=CCC21 (stereo not drawn),24%[10 µM],15%[9.22 µM],nt,nt,0%,5%,0%
O=C(COc1ccc2ccc(=O)oc2c1)Nc1ccc2c(c1)OCCO2,-18%,-22%[9.22 µM],-3%,3%,-10%,-4%,0%
Cc1noc(C)c1S(=O)(=O)N1CCCC(C(=O)Nc2cccnc2)C1 (stereo not drawn),-9%,20%,11%,7%,0%,2%,-3%
CSc1ccc(/C=N/N2CCN(Cc3ccc(Cl)cc3)CC2)cc1,-22%,-20%,nt,-9%,?,-3%,2%
CCc1cccc(CC)c1NC(=O)C1CN(S(=O)(=O)c2ccccc2)CCN1S(=O)(=O)c1ccccc1 (stereo not drawn),30%[10 µM],?,2%,2%,7%,4%,-4%
CCCCCCCCOC(=O)CCn1[nH]c(=O)c2ccccc2c1=O,17%,-4%,-1%[0.0737 µM],-1%,-6%,2%,3%
COc1cc(OC)c(NC(=O)CCc2ccccc2)cc1Cl,-16%,13%,13%,-1%,3%,1%,-2%
CC(C)(C)C(=O)NC(=S)N1CCc2ccccc21,-17%,-3%,26%[46 µM],1%,-15%,-21%,-5%
Cc1ccc(/C=C/C(=O)OCC(=O)Nc2ccccc2Sc2ccccc2)cc1,13%[10 µM],6%,?,1%,-7%,4%,7%
CC(=O)Nc1ccc(S(=O)(=O)Nc2cccc(N(C)S(C)(=O)=O)c2)cc1,-2%[0.074 µM],-32%,?,-17%,-1%,-3%,-4%
COc1cccc(-c2cc(C(=O)NN3CCOCC3)c3ccccc3n2)c1,nt,30%,8%,-20%,9%,7%,4%
CCOC(=O)N1CCC(Nc2c(Nc3cccc(CC)c3)c(=O)c2=O)CC1,-19%,?,?,?,8%,9%,-1%
COCCn1c(SCC(=O)c2ccccc2)nc2c(c1=O)SCC2,-16%,-13%,8%[9.22 µM],-3%,-3%,-4%,6%
CCC(C)[C@@H](C(=O)Nc1ccc(OC)c(OC)c1)N1Cc2ccccc2C1=O (stereo partly drawn),-15%,3%,-7%,?,2%,-1%,-6%
Cc1cc(C(=O)OCC(=O)NCCCN2CCCC2=O)c2ccccc2n1,-13%,32%,4%,-12%,3%,4%,-5%
# Other structures:
SMILES,HTT cytoprotect,HTT aggregate,LMNA splice mod,GAA inh,GAA glycogen mod,CBFb RUNX1 block,GAA spleen mod
CCn1ncc(C2=NOC(C(=O)Nc3cc(OC)c(Cl)cc3OC)C2)c1C (stereo not drawn),-8%,19%,5%,-5%,0%,2%,-4%
COc1ccc2c(C)cc(N3CCN(c4ccc(F)cc4)CC3)nc2c1,6%,5%,-13%,-5%,-13%,0%,-6%
CCOC(=O)C(NC(=O)Nc1ccc(Cl)cn1)(Oc1ccccc1)C(F)(F)F (stereo not drawn),-35%[10 µM],-6%,-10%,4%,0%,-9%,-1%
CCOCc1nnc(NC(=O)c2cc(Cl)ccc2OC)s1,8%,-4%,-2%,-7%,0%,-10%,-1%
CSC1=NCCN1C(=O)c1ccc(S(=O)(=O)N2CCCCC2)cc1,-3%,-20%,-13%,-9%,-11%,4%,-13%
CN=Cc1nc(-c2ccccc2)oc1O,-2%[10 µM],1%,8%,-6%,10%,-4%,3%
CC(O)CC(C(=O)NNc1ccccc1)C(=O)NNc1ccccc1 (stereo not drawn),nt,-2%,?,-1%,?,-4%,9%
